High-throughput results from PubChem.
Artemis endo inh = Artemis (human) endonuclease inhibition | recombinant Artemis, quenched FAM hairpin cleavage fluorescence | inhibition, % at 10 µM | 0.78% of 30,000 active | AID 686954;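 active means at 10 µM dose, at least 30% inhibition, measured as corrected fluorescence normalized to stimulator and neutral control wells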
Target sequence (Q96SD1 whole entry, looked up): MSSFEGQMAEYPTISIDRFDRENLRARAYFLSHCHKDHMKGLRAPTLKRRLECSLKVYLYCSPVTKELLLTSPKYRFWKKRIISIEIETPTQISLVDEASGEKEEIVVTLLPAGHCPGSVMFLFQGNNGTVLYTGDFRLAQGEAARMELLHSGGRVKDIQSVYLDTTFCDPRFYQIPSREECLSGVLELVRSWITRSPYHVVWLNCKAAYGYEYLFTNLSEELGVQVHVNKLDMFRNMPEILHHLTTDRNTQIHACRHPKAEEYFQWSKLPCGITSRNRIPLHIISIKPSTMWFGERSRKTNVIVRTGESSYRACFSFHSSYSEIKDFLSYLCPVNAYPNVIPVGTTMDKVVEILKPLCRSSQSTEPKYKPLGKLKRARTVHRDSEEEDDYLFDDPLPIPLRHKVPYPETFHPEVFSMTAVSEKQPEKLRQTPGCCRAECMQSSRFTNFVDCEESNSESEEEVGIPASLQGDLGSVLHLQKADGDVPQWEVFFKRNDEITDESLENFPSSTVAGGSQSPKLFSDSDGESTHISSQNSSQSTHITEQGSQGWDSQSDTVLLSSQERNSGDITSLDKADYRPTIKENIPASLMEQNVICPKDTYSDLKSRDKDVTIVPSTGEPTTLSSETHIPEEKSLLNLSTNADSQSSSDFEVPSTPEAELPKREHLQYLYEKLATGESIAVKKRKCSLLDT
The depositor's hits bear a star; & = joins results of further samples. This is a subset; rates above refer to the full screens.

SMILES	Artemis endo inh
CCN(CC)C(=S)SCC(=O)c1ccc(F)cc1	-3.1
CCC(=O)Nc1nc(=S)ss1	1.6
COc1ccc(Cl)cc1N1CCN(CCNC(=O)Nc2ccccc2C)CC1	0.5
CCCCCn1c(=O)c(C(=O)OCC)c(O)c2ccccc21	0.5
CCCCN(CCCNC(=O)C1CCCN(S(=O)(=O)CC)C1)Cc1ccccc1 (stereo unspecified)	-5.9
Cc1nc2sc3c(NCc4ccco4)ncnc3c2c2c1COC(C)(C)C2	-7.7
Nc1nnc(SCc2coc(-c3ccc(Cl)cc3)n2)s1	-8.9
Cc1ccc2c(c1)OC(=O)CC2c1ccccc1 (stereo unspecified)	-0.9
C=CCC(Nc1ccccc1)C12C=CC(O1)C(C(=O)OC)=C2C(=O)OC (stereo unspecified)	4.6
S=C(NCc1cccs1)Nc1ccc(Cl)cc1	-0.1
CCOC(=O)c1cccc(Nc2ncnc3ccccc23)c1	-10.5
Cc1ccc(SCc2cc(=O)[nH]c(N3CCN(C)CC3)n2)cc1	-11.8
O=C(/C=C/c1ccc2ccccc2c1)c1ccoc1	19.3
CCCC(=O)Nc1nc2c(c(=O)[nH]1)CCCC2	4.2
N/C(=N/O)c1nc(N2CCCC2)nc(N(c2ccccc2)c2ccccc2)n1	0.2
Cc1cccn2cc(CNC(=O)C3CCCCC3)nc12	-6.0
COCCn1c(-c2ccccc2)nc(=S)c2c1CC(C)(C)OC2	-5.7
CCOc1ccc(OCC(=O)c2c(O)c3ccccc3oc2=O)cc1	3.5
COc1ccc(N=C2SC(C(=O)Nc3ccc4c(c3)OCO4)CC(=O)N2C)cc1 (stereo unspecified)	-6.2
CC(=O)c1cccc(NC(=O)c2ccc(S(=O)(=O)N3CCCCC3)cc2)c1	-1.7
Brc1ccc(C2=Nn3c(nnc3-c3n[nH]c4c3CCC4)SC2)cc1	11.5
CCCNC(=O)c1ccccc1NC(=O)c1ccccc1N(C)S(C)(=O)=O	-9.4
CCCC(=O)C1=C(SCC)CC(C)(C)C(C(=O)OC)C1=O (stereo unspecified)	-7.3
Cc1cccc(-n2c(SCC(=O)Nc3ccc4c(c3)OCO4)nnc2-c2ccoc2C)c1	-13.9
Cc1ccnc(NC(=O)CS(=O)(=O)Cc2ccccc2)c1	0.9
CC(/C=C\c1cccnc1)=C/C(=O)O	2.6&2.2
CCOC(=O)C1CCN(C(=O)CSc2nnc(-c3ccco3)n2-c2ccccc2)CC1	-0.9
O=C(Nn1cnnc1)c1ccc(F)c(S(=O)(=O)N2CCCCC2)c1	-2.4
Cc1ccc(NC(=O)CN2C(=O)NC(Cc3ccccc3)C2=O)cc1 (stereo unspecified)	-3.3
O=C1c2ccccc2NC2(CCCCC2)N1c1ccc(O)cc1	-13.3
CCc1ccc(OCC(=O)N2CCN=C2c2ccccc2)cc1	6.4
CN1CCN(C(=O)c2ccccc2NC(=O)CCN2C(=O)c3ccccc3C2=O)CC1	-1.1
Cc1cc(C)nc(NC2=NCCN2C(=O)NC2CCCCC2)n1	8.9
CCCS(=O)(=O)N1CCCC(C(=O)NCCCN(CC)c2cccc(C)c2)C1 (stereo unspecified)	8.4
COc1ccc(/C(O)=C2/C(=O)C(=O)N(Cc3cccnc3)C2c2ccccn2)cc1 (stereo unspecified)	-5.0
C=CCn1c(-c2ccccc2)n[nH]c1=S	-1.5
O=C(Nc1ccccc1F)c1ccc(CNS(=O)(=O)c2cccc(C(F)(F)F)c2)cc1	-6.7
CC(C)CC(=O)N1CCC(N2CCN(c3ccccc3)CC2)CC1	5.6
CCCc1nn(C)c2c1C(c1ccncc1)C(C#N)=C(N)O2 (stereo unspecified)	-7.8
CCCCc1nc(NCc2ccccc2)c(C#N)c2c1COC(C)(C)C2	0.3
CSc1cccc(NC(=O)CCCOc2ccc(Cl)cc2Cl)c1	2.7
N#CNC1=NCN(CCc2ccccc2)CN1	-0.9
CCOC(=O)c1c(C)nc2sc(C(=O)Nc3ccccc3)c(N)c2c1-c1ccc(OC)cc1	2.2
Cc1ccc(NC(=O)Cn2nnc(-c3ccccc3NC(=O)c3cccs3)n2)cc1	9.9
O=S1(=O)CCN(Cc2cccc(Cl)c2)CC1	-5.2
Cc1cccc(OCCCOc2cccc3cccnc23)c1C	1.9
CCOc1ccc(N2C(=O)/C(=C/c3cc(OC)c(OC)c(OC)c3)N(CC(=O)OC)C2=S)cc1	2.1
COc1cc(NC(=O)c2cc3ccccc3o2)c(OC)cc1Br	-8.3
Cn1nc(C(=O)Nc2ccc(S(=O)(=O)N3CCCCC3)cc2)ccc1=O	3.5
O=C(CN1CCN(Cc2ccccc2Cl)C1=O)NC1CCCCCCC1	12.0
N#Cc1nc(Cc2cccc3ccccc23)oc1NCc1ccc2c(c1)OCO2	10.2
CCOCCCNC(=O)c1c(-c2ccccc2)noc1C	-6.1
O=C(COC(=O)c1cc(-c2ccc(Cl)s2)nc2ccccc12)NCc1ccco1	32.1*
CCn1c(SCC(=O)Nc2nc(C)cs2)nnc1C(C)NC(=O)c1ccccc1 (stereo unspecified)	-3.0
CC(=O)CSc1nnc(NC(=O)CCc2ccccc2)s1	-5.1
CCOc1ccc(C(Nc2ccc(C)cc2)P2(=O)OCC(C)(C)CO2)cc1 (stereo unspecified)	2.5
Cc1cccc(C)c1NC(=O)CSc1nc(C)c(CC(=O)c2ccc(Br)cc2)c(C)c1C#N	16.0
COc1ccc(C2C(C(C)=O)=C(O)C(=O)N2CCc2c[nH]c3ccccc23)cc1OC (stereo unspecified)	8.4
Cc1cc(/C=C2\SC(=Nc3ccc(F)cc3)NC2=O)c(C)n1-c1ccc(S(N)(=O)=O)cc1	20.6
COC(=O)c1cc(OC)c(OC)cc1N	3.6

7 neighbouring compounds from above, quoted:
SMILES	Artemis endo inh
CCn1c(SCC(=O)Nc2nc(C)cs2)nnc1C(C)NC(=O)c1ccccc1 (stereo unspecified)	-3.0
CC(=O)CSc1nnc(NC(=O)CCc2ccccc2)s1	-5.1
CCOc1ccc(C(Nc2ccc(C)cc2)P2(=O)OCC(C)(C)CO2)cc1 (stereo unspecified)	2.5
Cc1cccc(C)c1NC(=O)CSc1nc(C)c(CC(=O)c2ccc(Br)cc2)c(C)c1C#N	16.0
COc1ccc(C2C(C(C)=O)=C(O)C(=O)N2CCc2c[nH]c3ccccc23)cc1OC (stereo unspecified)	8.4
Cc1cc(/C=C2\SC(=Nc3ccc(F)cc3)NC2=O)c(C)n1-c1ccc(S(N)(=O)=O)cc1	20.6
COC(=O)c1cc(OC)c(OC)cc1N	3.6

Further results follow:
SMILES	Artemis endo inh
CC1(C)Cc2cccc(OCC(=O)O)c2O1	8.5
COc1ccc(C(=O)Sc2ccc(Cl)cc2)cc1OC	-3.6
CCOC(=O)c1oc2ccccc2c1N	1.7
O=C(OCCN1CCOCC1)c1ccc2c(c1)OCCO2	-4.5
CCOC(=O)C1C(=O)NC(N2CCc3ccccc32)=NC1c1ccccc1 (stereo unspecified)	-2.8
Cc1cc(C(=O)OCC(=O)N2CCN(c3ccccc3)CC2)c2ccccc2n1	5.4
CCOc1ccc(S(=O)(=O)n2ccc(C)n2)c2ccccc12	1.7
COCCCNC(=O)c1cn(Cc2c(F)cccc2Cl)nn1	5.3
O=C(Nc1ccc2c(c1)OCCO2)c1ccc(Br)o1	-1.3
Cc1csc(CCc2nc(C)cs2)n1	-8.3
CCOc1ccc2nc(NC(=O)CSc3nc4cccnc4n3C)sc2c1	9.0
COc1ccc(S(=O)(=O)NCC(=O)N(CC(=O)NCC2CCCO2)c2cc(C)ccc2C)cc1 (stereo unspecified)	2.1
CCCCc1cc(=O)oc2cc(OS(C)(=O)=O)ccc12	-0.7
CCOc1cccc(C(=O)Nc2nnc(-c3ccco3)s2)c1	-3.4
Cc1cccc2cc(/C=N/NC(=O)CN3CCOCC3)c(Cl)nc12	2.6
COC(=O)Nc1nc(-c2ccccc2)c(C(=O)c2ccccc2)s1	0.4
COc1ccc(CNC(=O)c2ccc(NC(=O)CC3SC(N4CCCCC4)=NC3=O)cc2)cc1 (stereo unspecified)	-3.7
COc1ccc(NC(=O)CSc2nnc(Cn3nnc4ccccc43)n2C)cc1	5.9
Nn1cnnc1N/N=C/c1cc(Br)cc(Br)c1O	0.4
Cc1cccc(OCC(=O)N2CCC(N3CCOCC3)CC2)c1	7.0
Cc1cccc(NC(=O)Nc2cccc(F)c2)n1	1.1
CC(C)c1ccc(-c2c(C#N)c(N)nc3c2CCCCC3)cc1	2.4
Cc1ccc(CSc2nc3ncccc3[nH]2)cc1	3.0
O=C(NC12CC3CC(CC(C3)C1)C2)c1cc2nc(-c3ccco3)cc(C(F)(F)F)n2n1	5.1
COc1ccc(-c2cc(C(F)(F)F)n3nc(C(=O)N4CCCC4)cc3n2)cc1	-2.3
COc1ccc(C2C(C#N)=C(N)Oc3n[nH]c(C)c32)cc1Cn1nc(C)c([N+](=O)[O-])c1C (stereo unspecified)	-0.5
CCC1CCCCN1C(=O)c1nn2cccnc2c1Cl (stereo unspecified)	-3.3
COc1cc(C(c2nnnn2C(C)(C)C)N2CCN(C)CC2)cc(OC)c1OC (stereo unspecified)	10.3
Cc1sc2nc(SCC(=O)N3CCCCC3)[nH]c(=O)c2c1C	3.6
CC(C)C(=O)N1CCN(c2ccc(NC(=O)c3cccs3)cc2)CC1	5.7
O=C(CSC1CCCCC1)N1CCN(c2ccccc2)CC1	-6.0
C/C(N)=C(/C#N)C(=O)COC(=O)CC1CCCC1	0.8
O=C(O)COc1ccc(Oc2ccccc2)cc1	6.3
COc1ccc(Br)cc1C(=O)Nc1cc(C)cc(C)c1	5.3
CCS(=O)(=O)NCc1cn2ccsc2n1	-2.8
Cc1nn(-c2ccccc2)c2sc(C(=O)OCc3nnc(-c4ccccc4)o3)cc12	9.6
CCOC(=O)CN(C(=O)Cn1nnc2ccccc21)C(C(=O)NCCOC)c1ccccc1 (stereo unspecified)	6.3
COc1ccccc1C1=Nn2c(nnc2C2CCCCC2)SC1	0.7
CC(C)CCNC(=O)Cc1c(C(=O)O)[nH]c2ccc(Cl)cc12	6.8
O=C1CC(Cc2ccccc2)C(=O)N1CCc1ccc2c(c1)OCO2 (stereo unspecified)	11.2
N=c1ccn(Cc2ccccc2Cl)cc1	-3.0
CS(=O)c1ccccc1COC(=O)Nc1ccc(Cl)cc1 (stereo unspecified)	-1.6
CCC(=O)Nc1cccc(NC(=O)c2cccnc2)c1	-0.4
Cn1c(CNC(=O)Nc2cccc(Cl)c2)nnc1SCc1ccccc1	-1.6
Cc1ccc(-c2noc(CCC(=O)Nc3ccc4c(c3)OCO4)n2)cc1	0.9
CCOc1cc(-c2ccc(N)c(OCC)c2)ccc1N	5.4
O=C(CN1C(=O)c2ccccc2S1(=O)=O)Nc1ccc(S(=O)(=O)N2CCCCC2)cc1	0.9
Cc1ccc(CSCC(=O)N/N=C/c2sccc2C)cc1	7.1
COC(=O)Cc1nnc(NC(=O)c2ccccc2)s1	6.7
CC(=O)c1cnc2c(-c3ccc(Cl)cc3)cnn2c1C	-6.7
O=C(CSc1ccc(Cl)cc1Cl)N1CCC(c2nc3ccccc3s2)CC1	18.4
CCOC(=O)C1=C(C)NC(=O)NC1c1cc2c(cc1Br)OCO2 (stereo unspecified)	0.7
O=C1OCCC1Sc1nnnn1-c1ccccc1 (stereo unspecified)	-1.2
Cc1ccnc(NS(=O)(=O)c2ccc(NC(=O)C3CCCCC3C(=O)O)cc2)n1 (stereo unspecified)	-4.5
CCc1cccc(NC(=O)C2CCCN(S(=O)(=O)c3c(C)[nH]c(=O)[nH]c3=O)C2)c1 (stereo unspecified)	1.5
O/N=C/c1cc(Cl)ccc1OCc1ccccc1Cl	8.2
NC(=O)c1c(C(F)(F)F)cc(-c2ccccc2)nc1NCCO	4.3
O=C(Nc1cccc(Cl)c1)c1ccc2c(=O)n3c(nc2c1)CCCCC3	7.5
c1cnc2ccc(C(c3nnnn3C3CCCC3)N3CCN(c4nc5ccccc5s4)CC3)cc2c1 (stereo unspecified)	11.1
Cc1ccc(S(=O)(=O)CCSc2nc(C)cc(C(F)(F)F)c2C#N)cc1	-4.3

Next part, starting with the last 2 of the part before.
SMILES	Artemis endo inh
c1cnc2ccc(C(c3nnnn3C3CCCC3)N3CCN(c4nc5ccccc5s4)CC3)cc2c1 (stereo unspecified)	11.1
Cc1ccc(S(=O)(=O)CCSc2nc(C)cc(C(F)(F)F)c2C#N)cc1	-4.3
OC12CCCCC1C(c1ccc3c(c1)OCO3)N(Cc1cccc(F)c1)CC2 (stereo unspecified)	0.8
C=CCOc1c(CNn2nnnc2N)cccc1OC	-1.5
CCOc1ccc(OCC(=O)Nc2ccc(OC)cc2)cc1	-0.8
COC(=O)c1ccc(=O)n(-c2ccc(OC)cc2)c1	-8.6
CCOc1ccc(/C=N/NC(=O)Cc2csc(Nc3cccc(C(F)(F)F)c3)n2)c(OCC)c1	10.8
COc1ccc(OCC(=O)N(C)Cc2ccccc2)cc1	-9.0
COc1cccc(Cn2c(NCc3cccnc3)nc3c2c(=O)n(C)c(=O)n3C)c1	4.8
CC(C)Oc1ccccc1C1Nc2ccccc2C(=O)N1c1ccc2c(c1)OCCO2 (stereo unspecified)	4.7
CCCC(C(=O)NCC1CCCO1)N(Cc1ccco1)C(=O)CNS(=O)(=O)c1ccc(F)cc1 (stereo unspecified)	-11.6
COc1ccc2c(C)c(C(=O)NCC(C)O)oc2c1OC (stereo unspecified)	-0.8
O=C(OCCN1CCN(c2ncc(C(F)(F)F)cc2Cl)CC1)c1ccc(F)cc1	5.1
Cn1c(Cc2csc(N)n2)nnc1SCC(=O)NC1CCCCC1	-10.3
COc1cc(C(O)P(=O)(OCC(C)C)OCC(C)C)cc(OC)c1OC (stereo unspecified)	-0.2
CCOC(=O)C1=C(C)N=C2SC(CC)C(=O)N2C1c1cccc(F)c1 (stereo unspecified)	9.9
COc1cccc(C(=O)OC2CCCN(C)C2)c1 (stereo unspecified)	-8.7
OC(COCC1COc2ccccc2O1)CN1CCc2ccccc2C1 (stereo unspecified)	-1.4
Cc1nn(-c2nc3ccccc3[nH]2)c(N)c1-c1ccccc1	4.3
COc1cccc(C(=O)N(C)c2nnc(-c3ccncc3)s2)c1	-0.4
CSCCC(C(=O)NCc1cccs1)N1C(=O)c2ccccc2C1=O (stereo unspecified)	-8.5
CCOC(=O)c1c(C)[nH]c(C)c1C(=O)CN1C(=O)NC2(CCC(C)CC2)C1=O (stereo unspecified)	-0.7

Fetched one by one from the list above, 3 records:
SMILES	Artemis endo inh
Nc1nnc(SCc2coc(-c3ccc(Cl)cc3)n2)s1	-8.9
CN1CCN(C(=O)c2ccccc2NC(=O)CCN2C(=O)c3ccccc3C2=O)CC1	-1.1
CCOc1ccc2nc(NC(=O)CSc3nc4cccnc4n3C)sc2c1	9.0
